TSG101-PTAP inh – qHTS Assay for Iinhibitors of HIV-1 Budding by Blocking the Interaction of PTAP/TSG101 | Fluorescence polarization, FITC-PTAP peptide / Tsg101 binding | Potency, µM (top dose mostly 115 µM), for the others: at the top dose activity change, negative = inhibition, hits mostly inhibitors | 340,000 tested, under 10 active; active = well fitted inhibition curve with a large enough effect in the main read-out, with a control signal flat, not every such curve was filed as active; inconclusive = small, poorly fitted or top-dose-only effect, or effect the other way, or a change in a side signal; inactive = no such curve, though single readings can be large or run the other way; note: potency is the fitted concentration of half-maximal effect; % of control where 0% means no effect
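FP read-out: FITC-PTAP peptide, 50 nM final, binding Tsg101 binding domain, 10 uM final; 20 min, r.t.; 10 mM HEPES pH 7.5, 0.15 M NaCl, 0.01% Tween 20, 3 mM EDTA, 0.1 mM TCEP.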
Mito fusion act – qHTS Assay for Small Molecule Inhibitors of Mitochondrial Division or Activators of Mitochondrial Fusion. Potency, µM (top dose mostly 46.1 µM), inactives show at the highest dose growth rescue (activation), usual class: activators. 0.23% of 320,000 active. S. cerevisiae fusion-defective mutant growth rescue, CellTiterGlo 48 h;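 note: potency is the fitted concentration of half-maximal effect; % of control where 0% means no effect; nearly all actives have a fitted effect of over 45% in size; temperature-sensitive fusion mutants such as fzo1-1 at 37 °C on non-fermentable ethanol glycerol medium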
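Yeast fusion mutant, YPEG (non-fermentable carbon), compound, 48 h at 37C non-permissive; CellTiterGlo added, 10 min RT, luminescence read. Rescued growth = division inhibition.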
Eya2 inh – qHTS Assay for Inhibitors of the Phosphatase Activity of Eya2; Protein phosphatase EYA2 (Homo sapiens), O00167; recombinant Eya2, OMFP fluorescence dephosphorylation (OMFP is methylfluorescein phosphate); Potency, µM (top dose mostly 76.9 µM), without a hit: top-dose activity, negative = inhibition, hits mostly inhibitors; 0.006% of 330,000 active; AID 488837, 2010; note: potency is the fitted concentration of half-maximal effect; % is set by controls: 0 for no effect and ±100 for the full control effect
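Eya2 (0.2 uM) preincubated 10 min at ambient with compound, then OMFP substrate added at 50 uM; 10 min reaction in 50 mM HEPES pH 7.5, 50 mM NaCl, 5 uM MgCl2, 0.05% BSA, 1 mM DTT. Fluorescence read at Ex 485/Em 525 nm.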
Tb PFK block – qHTS Assay to Find Inhibitors of T. brucei phosphofructokinase; ATP-dependent 6-phosphofructokinase (Trypanosoma brucei brucei), O15648; T. brucei PFK, ADP-Glo luminescence; Potency, µM (doses to about 57.5 µM), for the others: top-dose activity, negative = inhibition, hits mostly inhibitors; 0.17% of 330,000 active; AID 485367, 2010;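 note: potency is the fitted concentration of half-maximal effect; 0% = uninhibited 1x PFK enzyme wells and -100% = no-enzyme wells; nearly all actives have a fitted effect of over 60% in size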
Target sequence (O15648 whole entry, looked up): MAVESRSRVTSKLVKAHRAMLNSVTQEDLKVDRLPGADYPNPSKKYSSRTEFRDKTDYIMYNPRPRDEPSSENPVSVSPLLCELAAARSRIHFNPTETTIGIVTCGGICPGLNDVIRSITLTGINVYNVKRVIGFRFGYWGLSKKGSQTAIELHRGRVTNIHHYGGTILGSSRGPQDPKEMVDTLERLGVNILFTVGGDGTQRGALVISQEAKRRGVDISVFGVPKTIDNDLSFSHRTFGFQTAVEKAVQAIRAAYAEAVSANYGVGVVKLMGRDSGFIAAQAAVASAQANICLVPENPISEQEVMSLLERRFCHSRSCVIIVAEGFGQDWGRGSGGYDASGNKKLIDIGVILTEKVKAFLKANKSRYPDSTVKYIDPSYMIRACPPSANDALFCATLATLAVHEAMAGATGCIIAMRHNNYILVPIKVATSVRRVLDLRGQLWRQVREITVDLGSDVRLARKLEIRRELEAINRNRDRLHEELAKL
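Compounds were pin-transferred as a titration series up to 57 uM into substrate buffer (0.5 mM F6P, 0.1 mM ATP, pH 8.0), then 1.25 nM PFK was added and reactions ran 45 min before ADP-Glo detection.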
BCR signal inh – qHTS Assay to Find Inhibitors of Chronic Active B-Cell Receptor Signaling | ABC-DLBCL IkBa-CBG/CBR reporter, luminescence ratio, 4 h | Potency, µM (highest dose often 46.1 µM), inactives show top-dose ratio change, negative = lower green/red ratio, most hits filed as inhibitors | 0.05% of 340,000 active | AID 493014, 2011; active = well fitted inhibition curve with a large enough effect in the signal ratio, with a control signal flat, not every such curve was filed as active; inconclusive = small, poorly fitted or top-dose-only effect, or effect the other way, or a change in a side signal; the % refers to the signal ratio;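 note: potency is the fitted concentration of half-maximal effect; plate controls were basal doxycycline-induced cells for no effect and cells given 10 µM MG132 for full effect; MG132 reads +100%, hits lower the ratio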
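Compounds up to 46 uM were incubated four hours with TMD8 cells whose green CBG68 luciferase is fused to IkappaBalpha; red CBR luminescence normalised the signal, and concentration-effect curves were fitted to fusion, red and ratio data.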
ASM inhibitor – Inhibitors of Secretory Acid Sphingomyelinase (S-ASM): qHTS; Sphingomyelin phosphodiesterase (Homo sapiens), P17405; placental ASM, HMU-PC fluorogenic substrate, 60 min; Potency, µM (doses to about 57.5 µM), inactives show at the highest dose activity change, negative = inhibition, actives largely listed as inhibitors; 0.006% of 340,000 active; AID 504937, 2011; note: potency is the fitted concentration of half-maximal effect
Target sequence (P17405 47-631 limits assumed): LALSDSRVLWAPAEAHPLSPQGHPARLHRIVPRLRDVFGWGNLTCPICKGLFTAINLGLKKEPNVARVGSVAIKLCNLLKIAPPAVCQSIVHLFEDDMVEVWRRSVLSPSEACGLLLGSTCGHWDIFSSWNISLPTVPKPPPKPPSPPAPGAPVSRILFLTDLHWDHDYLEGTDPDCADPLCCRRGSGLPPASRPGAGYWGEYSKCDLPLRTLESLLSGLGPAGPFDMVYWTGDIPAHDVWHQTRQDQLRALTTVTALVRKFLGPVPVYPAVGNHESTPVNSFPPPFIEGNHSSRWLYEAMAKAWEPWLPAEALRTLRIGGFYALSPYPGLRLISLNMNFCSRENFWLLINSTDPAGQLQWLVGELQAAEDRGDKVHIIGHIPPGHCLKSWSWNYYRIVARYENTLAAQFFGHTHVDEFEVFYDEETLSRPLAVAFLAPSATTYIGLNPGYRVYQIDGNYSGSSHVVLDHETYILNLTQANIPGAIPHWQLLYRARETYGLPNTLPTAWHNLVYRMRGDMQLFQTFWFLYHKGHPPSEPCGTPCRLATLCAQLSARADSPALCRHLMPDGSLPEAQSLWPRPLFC
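Steps: dispense placental human ASM, pin compound, wait 10 min at room temperature, add HMU-PC0 substrate at 9 uM final, incubate 60 min at 37 °C, add stop solution raising pH to 10, read fluorescence.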
TSHR antag – Antagonists of the Thyroid Stimulating Hormone Receptor: HTS campaign; Thyrotropin receptor (Homo sapiens), P16473; TSHR-expressing cells, TSH-stimulated cAMP HTRF, 2 h; active compounds read low; activity change, negative = inhibition, % at 11.5 µM; 0.2% of 330,000 active;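 active = activity change below a set negative limit, meaning inhibition stronger than a set level, cut at about -70% in these data; inconclusive = activity change between two set negative limits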; note: % is set by controls: 0 for no effect and ±100 for the full control effect
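TSHR-expressing cells were treated with compounds, then stimulated with TSH at EC80 (4nM final) for 2 hours at 37 deg C. Cellular cAMP was measured by HTRF competition between lysate cAMP and cAMP-d2 for a cryptate-labelled anti-cAMP antibody.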
TCR activator – Activators of T cell receptors: qHTS campaign. Potency, µM (doses to about 9.22 µM), inactives show top-dose activation of IL-2 secretion, most hits filed as activators. primary human leukocytes, anti-CD3, IL-2 HTRF, 48 h. 330,000 tested, under 10 active; note: % of control where 0% means no effect
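Human primary leukocytes + a-CD3 beads + cpd, 48 hr; IL-2 in supernatant by HTRF (ex 320nm / em 665nm). No co-stimulatory signal supplied.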
A-T KAP1 phos – qHTS Assay for Identifying a Potential Treatment of Ataxia-Telangiectasia | […] A-T fibroblasts, KAP-1 phosphorylation AlphaLISA; neocarzinostatin DNA damage 30 min before lysis | Potency, µM (top dose mostly 57.5 µM), for inactives: top-dose activation, actives largely listed as activators | 0.19% of 320,000 active | AID 485349, 2010; note: potency is the fitted concentration of half-maximal effect; % of control where 0% means no effect; nearly all actives have a fitted effect of over 45% in size
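hTERT-immortalized A-T patient fibroblasts ([…]), 500 cells/well in OPTI-MEM, 1% FBS, got compounds for 60 min, then NCS for 30 min at 37C. Lysates were then assayed for phospho-KAP-1 by AlphaLISA (anti-pKAP1 donor, anti-KAP1 acceptor beads), 6 hr at 25C.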
a7 integrin act – qHTS for Activators of Integrin-Mediated Alleviation for Muscular Dystrophy; alpha7betagal myoblasts, beta-gal FDG fluorescence, 48 h; Potency, µM (doses to about 38.3 µM), without a hit: top-dose activation, most hits filed as activators; 0.064% of 350,000 active; AID 624291, 2012;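 note: potency is the fitted concentration of half-maximal effect; 100% = response of the positive control SU9516; nearly all actives have a fitted effect of over 60% in size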
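alpha7betagal+/- myoblasts (passage 13, 250/well) treated 48 h at 37C with compounds at 1:260 dilution of DMSO stock. Lysed, then beta-galactosidase activity read as FDG fluorescence (ex 480/em 540) after 30 min, with pre-read for autofluorescence.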
ELG1 DNA repair – qHTS screen for small molecules that inhibit ELG1-dependent DNA repair in human embryonic kidney (HEK293T) cells expressing luciferase-tagged ELG1. HEK293T ELG1-luciferase reporter, luminescence, 16 h; DNA damage induced by 5-fluorouridine. AID 504467, 2011. Potency, µM (series often up to 46.1 µM), inactives show top-dose activity change, negative = inhibition, hits mostly inhibitors. 2.3% of 330,000 active; note: potency is the fitted concentration of half-maximal effect; % is set by controls: 0 for no effect and ±100 for the full control effect; nearly all actives have a fitted effect of over 55% in size
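Overnight (16 hr) co-exposure of 2,000 cells/well to 5-fluorouridine and compound at 37 °C preceded detection. Luciferase was quantified via ONE-Glo luminescence; loss of signal denotes inhibition.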
* marks the source's active call; other numbers are inactive results; u = inconclusive; x = not tested or not shown; [ ] = remark or other dose. Unless noted, calls come from the whole dose curve; as a rule, active = well fitted curve in the direction sought with a large enough effect; inconclusive = small, poorly fitted or top-dose-only effect, or another doubt; inactive = no such curve, though single readings can be large; an effect the other way counts as inactive or inconclusive.

#1 Cc1cc(SCC(=O)Nc2ccccc2)n2ncc(-c3ccccc3)c2n1
#2 Cc1ccc(OCC(=O)N/N=C\c2cn(C)c3ccccc23)c([N+](=O)[O-])c1
#3 CC(=O)OCC1=C(C(=O)O)N2C(=O)C(NC(=O)c3ccc(COc4c(C)cccc4Cl)o3)C2SC1 (stereo not given)
#4 O=C(CN(c1ccccc1F)S(=O)(=O)c1ccccc1)NC1CCCCCC1
#5 COc1cc(/C=C/c2cccc[n+]2C)ccc1OCC(=O)Nc1ccccc1
#6 COc1cccc(CNCCO)c1OCc1ccc(Cl)cc1
#7 N#CC1=C(N)C2=CCCC[C@H]2[C@H](c2ccccc2)C1(C#N)C#N
#8 O=C(CSc1nncs1)NCc1ccc2c(c1)OCO2
assay / entry,1,2,3,4,5,6,7,8
Mito fusion act,5%,4%,0%,5%,0%,0%,24%,-6%
ELG1 DNA repair,-27%,u,0%,-4%,u,-22%,-19%,16%
A-T KAP1 phos,-3%,-8%,-3%,1%,-2%,-4%,6%,-1%
Eya2 inh,u,5%,-19%,-11%,1%,13%,-11%,-24%
Tb PFK block,-2%,-1%,-10%,-2%,0%,-2%,0%,-5%
TSG101-PTAP inh,1%,-3%,0%,2%,0%,1%,-4%,-7%
a7 integrin act,-14%,3%,-16%,33%,2%,20%,-5%,-2%
BCR signal inh,u,-11%,-17%,-6%,4%,12%,-9%,-1%
ASM inhibitor,-4%,u,-10%,1%,15%,4%,20%,1%
TSHR antag,15,-2,-4,4,-2,-2,-4,3
TCR activator,-13%,0%,x,5%,-7%,0%,-3%[46.1 µM],5%

#9 CCc1ccc2[nH]c(=O)c(CN(Cc3ccc(F)cc3)C(c3nnnn3CCN3CCOCC3)C(C)C)cc2c1 (stereo not given)
#10 O=C(O)C(C/C(=N/O)c1ccc(Br)cc1)P(=O)(c1ccccc1)c1ccccc1 (stereo not given)
#11 COc1ccccc1CNC(=O)CN(C)S(=O)(=O)c1cccc2cccnc12
#12 COc1ccc(NC(=O)CCN2CCN(S(=O)(=O)c3cc(Cl)ccc3Cl)CC2)cc1
#13 Cc1ccc(S(=O)(=O)NC(CN2CCOCC2)=NCCNS(=O)(=O)c2ccccc2)cc1
#14 O=C(NCc1n[nH]c(=S)n1-c1cccc(Cl)c1)c1cccs1
#15 COc1ccccc1-n1c(SCC(=O)O)nc2sc3c(c2c1=O)CCC3
#16 O=C(CN1CCN(S(=O)(=O)N2CCCCCC2)CC1)Nc1ccc(F)cc1
assay / entry,9,10,11,12,13,14,15,16
Mito fusion act,12%,-3%,0%,8%,0%,2%,0%,-1%
ELG1 DNA repair,24%,3%,-17%,u,-3%,-1%,3%,-10%
A-T KAP1 phos,x,5%,2%,0%,16%,5%,-13%,0%
Eya2 inh,9%,0%,9%,18%,-25%,-7%,9%,4%
Tb PFK block,-5%,-1%,-7%,-4%,-2%,-4%,12%,0%
TSG101-PTAP inh,0%,-6%,-4%,-10%,-6%,-2%,-3%,-3%
a7 integrin act,17%,16%,-4%,-13%,-22%,-14%,5%,30%
BCR signal inh,5%,9%,-3%,0%,u,u,-1%,3%
ASM inhibitor,6%,0%,-1%,-1%,-1%,1%,9%,-2%
TSHR antag,13,2,-2,4,23,9,1,7
TCR activator,6%,0%,2%,x,4%,-1%,-55%,-4%

#17 O=S(=O)(N/N=C\c1ccccc1O)c1ccc(Cl)cc1
#18 COCCN=c1scc(-c2ccccc2)n1/N=C/c1c[nH]c2ccccc12
#19 O=C(C[N+]1(CC#Cc2ccccc2)CCCCC1)c1ccccc1
#20 COc1ccccc1C(=O)Nc1ccc(C(=O)/C=C/c2cccs2)cc1
#21 C=CCN(c1ccccc1)S(=O)(=O)c1cccc(C(=O)Nc2cccc(C)n2)c1
#22 CCC(=O)NCCCCCCNC(=O)CC
#23 COc1ccc2nc(NNC(=O)COc3ccccc3)sc2c1
#24 CC1Sc2ccc(S(=O)(=O)N3CCC(C(=O)NCc4ccco4)CC3)cc2NC1=O (stereo not given)
assay / entry,17,18,19,20,21,22,23,24
Mito fusion act,1%,u,18%,19%,-5%,1%,-1%,2%
ELG1 DNA repair,11%,-22%,-27%,5%,-25%,12%,u,-23%
A-T KAP1 phos,-3%,-9%,12%,5%,1%,-3%,2%,-7%
Eya2 inh,3%,2%,-1%,2%,-6%,25%,14%,7%
Tb PFK block,3%,0%,1%,0%,-1%,-3%,2%,-8%
TSG101-PTAP inh,-5%,-14%,2%,-1%,-8%,-6%,0%,-4%
a7 integrin act,0%,13%,3%,-45%[inhibitor],-34%,-8%,1%,-24%
BCR signal inh,7%,14%,-3%,-11%,14%,u,-2%,-3%
ASM inhibitor,-8%,-14%,2%,-5%,4%,1%,-1%,0%
TSHR antag,5,-3,5,19,-13,0,5,0
TCR activator,-3%,5%[46.1 µM],5%,6%[46.1 µM],1%,-2%,6%,-9%

Single records, from the list above:
`CC1Sc2ccc(S(=O)(=O)N3CCC(C(=O)NCc4ccco4)CC3)cc2NC1=O` (stereo not given) is entered as Mito fusion act: 2%; ELG1 DNA repair: -23%; A-T KAP1 phos: -7%; Eya2 inh: 7%; Tb PFK block: -8%; TSG101-PTAP inh: -4%; a7 integrin act: -24%; BCR signal inh: -3%; ASM inhibitor: 0%; TSHR antag: 0; TCR activator: -9%
`C=CCN(c1ccccc1)S(=O)(=O)c1cccc(C(=O)Nc2cccc(C)n2)c1` is entered as Mito fusion act: -5%; ELG1 DNA repair: -25%; A-T KAP1 phos: 1%; Eya2 inh: -6%; Tb PFK block: -1%; TSG101-PTAP inh: -8%; a7 integrin act: -34%; BCR signal inh: 14%; ASM inhibitor: 4%; TSHR antag: -13; TCR activator: 1%

(cont.)
#25 Cc1ccc(NC(=O)Cn2cc(S(=O)(=O)c3ccccc3)c(=O)c3cc(F)ccc32)cc1
#26 O=C(CS(=O)(=O)c1ccccc1)c1cc2ccccc2oc1=O
#27 CC1CN(C(=O)COc2coc(CN3CCc4ccccc4C3)cc2=O)CC(C)O1 (stereo not given)
#28 COc1cc(-c2nc(-c3ccc4c(c3)-c3ccccc3S4(=O)=O)c(-c3ccccc3)[nH]2)cc(OC)c1OC
#29 CCCCCCCN=C(C)c1ccccc1O
#30 CCN1/C(=C/c2ccc3ccccc3[n+]2CC)C=Cc2ccccc21
#31 Nc1cc(Cl)ccc1Oc1ccc(Cl)cc1
assay / entry,25,26,27,28,29,30,31
Mito fusion act,-2%,10%,-1%,-1%,-3%,-8%,-5%
ELG1 DNA repair,u,3%,10%,2.6µM*,1%,u,u
A-T KAP1 phos,22%,4%,-2%,-1%,0%,x,5%
Eya2 inh,-5%,10%,-18%,3%,1%,-43%,4%
Tb PFK block,0%,1%,0%,-2%,1%,-16%,-1%
TSG101-PTAP inh,1%,0%,-3%,-3%,2%,u,x
a7 integrin act,-5%,-16%,-9%,25%,2%,u,26%
BCR signal inh,1%,u,1%,u,5%,u,u
ASM inhibitor,-4%,-1%,-1%,34%,-2%,-23%,0%
TSHR antag,2,-9,-11,-5,0,u,3
TCR activator,-4%,1%,x,-3%,-5%,6%,x

From PubChem

An unsorted share of the library. About 3.2% of those tested had a hit in this group.
